From PubChem
TAAR1 agonist: human TAAR1 agonism | actives 0.99% (n = 360,000) | AID 624467 | CHO RD-HGA16 TAAR1, Fluo-8 calcium fluorescence; vehicle wells 0%, saturating PEA agonist 100% | activation, % at 3 µM | Q96RJ0;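 active = activation above the mean activation of all test compounds in the run plus 3 SD, cut at about 38% in these data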
Target sequence (Q96RJ0 whole entry, looked up): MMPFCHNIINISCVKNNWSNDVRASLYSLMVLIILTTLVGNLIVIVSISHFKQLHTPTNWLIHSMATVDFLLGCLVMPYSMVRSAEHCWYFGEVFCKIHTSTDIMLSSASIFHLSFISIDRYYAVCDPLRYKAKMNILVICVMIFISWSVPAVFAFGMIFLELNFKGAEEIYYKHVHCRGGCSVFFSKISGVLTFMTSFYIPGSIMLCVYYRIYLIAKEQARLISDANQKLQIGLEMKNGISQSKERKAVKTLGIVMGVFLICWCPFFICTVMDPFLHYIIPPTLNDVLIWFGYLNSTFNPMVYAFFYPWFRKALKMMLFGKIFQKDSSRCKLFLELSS
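Benchmarks: low control DMSO, high control PEA (EC100); System: CHO RD-HGA16 cells carrying human TAAR1 plus Gα16; Detection: Fluo-8 fluorescence, 5 s baseline then 140 s kinetic read; Schedule: 17-24 h plating, Fluo-8 75 min 37 °C, 30 min RT; Read-out basis: % activation from peak over basal fluorescence ratio, DMSO-to-PEA scaled.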
M5 PAM: potentiates acetylcholine response at human M5 receptor; P08912; CHO-K1 hM5, Fluo-8 calcium, ACh EC20 PAM; 0% = ACh EC20, 100% = ACh EC100; activation, % at 3 µM; actives 0.3% (n = 360,000);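 active = activation above the run cutoff, the mean activation of all test compounds plus 3 SD, cut at about 18% in these data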
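Assay system: CHO-K1 hM5 cells / Incubation: Fluo-8 loading 80 min at 37 °C plus 30 min room temperature / Technique: Fluo-8 calcium dye fluorescence, kinetic read / Repeats: single replicate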
M1 antag: antagonists of human M1 muscarinic receptor. P11229. CHO-K1 hM1, Fluo-8 calcium fluorescence, ACh EC80 antagonist. inhibition, % at 3 µM. actives 1.3% (n = 360,000). AID 588852;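 active = percent inhibition above its own plate's cutoff, namely the mean of that plate's compound wells plus 3 SD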;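 note: peak over basal fluorescence ratio during 140 s after agonist addition; 0% = ACh EC80 plus DMSO and 100% = DMSO alone without agonist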
Target sequence (P11229 whole entry, looked up): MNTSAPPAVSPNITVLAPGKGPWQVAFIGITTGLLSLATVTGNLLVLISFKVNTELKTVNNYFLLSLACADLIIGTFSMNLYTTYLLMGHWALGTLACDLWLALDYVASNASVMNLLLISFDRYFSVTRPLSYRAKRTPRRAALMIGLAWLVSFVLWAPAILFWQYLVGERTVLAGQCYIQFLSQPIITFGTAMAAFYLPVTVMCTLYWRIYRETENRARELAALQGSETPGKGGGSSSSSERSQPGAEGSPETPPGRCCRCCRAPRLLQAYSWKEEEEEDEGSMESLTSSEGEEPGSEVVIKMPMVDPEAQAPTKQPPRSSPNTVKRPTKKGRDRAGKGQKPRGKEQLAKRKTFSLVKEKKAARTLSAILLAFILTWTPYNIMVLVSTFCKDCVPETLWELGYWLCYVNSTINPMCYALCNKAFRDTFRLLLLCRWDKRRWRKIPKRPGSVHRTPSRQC
M5 ag: CHRM5 agonism in calcium assay; CHO-K1 hM5 cells, Fluo-8 calcium fluorescence; 0% DMSO wells, 100% maximal acetylcholine response; activation, % at 3 µM; actives 0.19% (n = 360,000); AID 624037;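 active = activation above the run's mean over test compounds plus 3 SD, cut at about 23% in these data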;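 note: signal is peak over basal fluorescence ratio across the kinetic read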
M4 antag: CHRM4 antagonism in calcium assay; CHO-hM4 cells, ACh EC80, Fluo-8 calcium fluorescence; P08173; inhibition, % at 3 µM; actives 0.73% (n = 360,000);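 active = inhibition above its plate's cutoff, the mean inhibition of sample wells plus 3 SD, cut at about 27% in these data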;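 note: 0% = acetylcholine EC80 with DMSO and 100% = DMSO without agonist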
M4 ag: agonists of human muscarinic M4 receptor (CHRM4); activation, % at 3 µM; AID 624127; P08173; actives 0.14% (n = 360,000); CHO-K1 hM4/Gqi5, Fluo-8 calcium fluorescence; vehicle 0%, full acetylcholine response 100%;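 active = activation above the run mean over all test wells plus 3 SD, cut at about 32% in these data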;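 note: peak over basal fluorescence ratio per well then scaled between controls; 0% = DMSO wells and 100% = acetylcholine at EC100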
M1 ag: agonists of human M1 muscarinic receptor | P11229 | CHO-K1 hM1, Fluo-8 calcium fluorescence, agonist mode; 0% DMSO, 100% acetylcholine EC100 | activation, % at 3 µM | actives 0.33% (n = 360,000) | AID 588814;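 active = activation above the run's mean compound activation plus 3 SD, cut at about 16% in these data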;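 note: peak over basal fluorescence ratio within a 140 s kinetic read after compound addition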
M1 PAM: potentiates human M1 receptor response to acetylcholine | P11229 | CHO-K1 hM1, Fluo-8 calcium fluorescence, ACh EC20; 0% = ACh EC20, 100% = maximal ACh | activation, % at 3 µM | actives 0.088% (n = 360,000) | AID 588819; in the data active = activation above about 19%, passing the limit was not always enough
CHRM5 antagonist: blocks acetylcholine activation of human M5 receptor | P08912 | CHO-hM5 cells, Fluo-8 calcium fluorescence, ACh EC80 | inhibition, % at 3 µM | actives 0.59% (n = 360,000) | AID 624040;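 active = inhibition above a per-plate cutoff, the mean of that plate's test compounds plus 3 SD, cut at about 27% in these data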;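 note: 0% = acetylcholine EC80 with DMSO and 100% = DMSO without agonist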
Numbers without * were called inactive; x = no result given. Only part of the results is shown, so the mix of outcomes need not match the whole.

Structure	TAAR1 agonist	M5 PAM	M1 antag	M5 ag	M4 antag	M4 ag	M1 ag	M1 PAM	CHRM5 antagonist
CC(=O)Nc1cccc(NC(=S)Nc2cccc3ccccc23)c1	0	1	14	-2	4	2	-3	-7	-5
COC(=O)C1=C(C)N(C)C(=S)NC1c1ccc(OC)cc1OC (stereo not drawn)	4	-2	-5	-6	5	0	-10	7	7
CC1=C(C(=O)N2CCCCCC2)CC(CC(=O)NCc2ccco2)C(=O)N1Cc1ccccc1 (stereo not drawn)	-2	-3	0	1	-8	-1	-3	3	6
CN(C)S(=O)(=O)c1cccc(C(=O)OCC(=O)N2c3ccccc3NC(=O)C2(C)C)c1	9	-8	9	0	2	4	-4	-3	2
Cc1cccc2nc(-c3ccco3)c(Nc3ccc4c(c3)OCO4)n12	0	-3	-36	1	0	1	-3	6	4
CC1CN(C(=O)c2ccc([N+](=O)[O-])s2)CC(C)O1 (stereo not drawn)	1	1	-4	0	-3	1	1	8	-5
COC(=O)c1sccc1NC(=O)Nc1cccc(C(C)=O)c1	11	1	-2	3	-6	10	0	7	-3
C=CCC(Nc1ccccc1)c1cccc(OC)c1OC (stereo not drawn)	0	-4	-15	-8	7	0	-7	6	15
CC(C)C(C)NC(=O)CSc1nc2scc(-c3ccco3)c2c(=O)n1-c1ccccc1 (stereo not drawn)	5	2	0	-2	13	1	-2	4	-5
O=C(CNC(=O)c1ccccc1F)OC1CCOC1=O (stereo not drawn)	5	3	-6	5	10	1	-1	7	4
CCCCN1CCN=C1Nc1ccccc1	7	3	5	0	6	0	-6	5	7
CC(C)C[C@H]1CN([C@@H](Cc2ccc(O)cc2)CN2CCC[C@H]2CN2C(=O)C(=O)NC[C@@H]2Cc2ccccc2)C(=O)C(=O)N1CC1CCCCC1	1	-1	x	2	0	0	x	x	-2
CCOc1ccc(NC(=O)N[C@@H](Cc2ccccc2)C(=O)O)cc1	3	-2	-14	-1	-5	1	-5	11	6
O=C(C1CCC1)N1CCN(c2ccc(C(F)(F)F)cc2[N+](=O)[O-])CC1	3	-5	0	6	3	5	1	-3	13
COc1ccccc1CNC(=O)CN1C(=O)c2cccc(N)c2C1=O	-1	-2	-12	-3	-2	2	-1	7	9
O=[N+]([O-])c1ccc(N2CCN(S(=O)(=O)Cc3ccccc3)CC2)cc1N1CCOCC1	18	3	-21	-2	4	2	7	-1	-5
C=CC[C@@H](CC(=O)N[C@H](CO)Cc1ccccc1)C(=O)N[C@@H](COC(=O)[C@@H](CC=C)CC(=O)OC(C)(C)C)Cc1c[nH]c2ccccc12	9	-2	1	-1	-2	1	-4	4	14
CN(C)CC(C)(C)CNS(=O)(=O)c1ccc(OC(F)(F)F)cc1	4	12	-7	-3	-3	0	-7	6	0
CCN1C(=O)C(C)C=C(C)C=C1C (stereo not drawn)	2	-1	-15	-1	0	0	-3	9	-5
Cc1cc(C2C(C#N)=C(N)SC(N)=C2C#N)c(C)s1	x	-10	-24	11	-1	10	10	7	13

Single records (already shown):
O=[N+]([O-])c1ccc(N2CCN(S(=O)(=O)Cc3ccccc3)CC2)cc1N1CCOCC1 is entered as TAAR1 agonist: 18; M5 PAM: 3; M1 antag: -21; M5 ag: -2; M4 antag: 4; M4 ag: 2; M1 ag: 7; M1 PAM: -1; CHRM5 antagonist: -5
CCCCN1CCN=C1Nc1ccccc1 is entered as TAAR1 agonist: 7; M5 PAM: 3; M1 antag: 5; M5 ag: 0; M4 antag: 6; M4 ag: 0; M1 ag: -6; M1 PAM: 5; CHRM5 antagonist: 7

Other structures:
Structure	TAAR1 agonist	M5 PAM	M1 antag	M5 ag	M4 antag	M4 ag	M1 ag	M1 PAM	CHRM5 antagonist
COc1cc(CNCCN2CCOCC2)ccc1OCc1cccc(Cl)c1	1	0	1	-5	10	3	-6	-2	2
O=C(NN1C(=O)C2C(c3ccccc3)C=CC(c3ccccc3)C2C1=O)c1ccncc1 (stereo not drawn)	47*	-5	-5	-2	2	6	1	-3	1
O=C(O)c1ccc(N/N=C/c2ccc(OC(=O)c3ccccc3Cl)cc2)cc1	10	-8	5	5	5	10	4	-1	3
CN1CCN(C(=O)C2=C[C@@H](c3ccccc3)C[C@@H](OCc3ccc(CO)cc3)O2)CC1	5	10	18	2	-5	0	-6	-10	5
CC(C)(CNC(=O)c1cc2ccccc2o1)N1CCOCC1	1	1	-12	-1	-7	1	-4	9	-3
CC(C)Oc1ccc(CNC(=S)N/N=C/c2ccc([N+](=O)[O-])cc2)cc1	0	-8	0	-2	-5	-2	-8	-2	7
Cc1cccc(OCCC(=O)Nc2ccc(Cl)cc2F)c1	9	-2	-3	1	7	-2	-5	-2	5
N/C(=N\OC(=O)N1c2ccccc2Sc2ccccc21)c1ccccc1	3	-7	-2	-6	5	0	-7	0	-2
Cc1ccc(S(=O)(=O)Nc2cc(C(F)(F)F)ccc2N2CCOCC2)cc1	3	-4	-3	-7	-4	-1	-8	1	3
O=C(COC(=O)c1cc(-c2cccnc2)nc2ccccc12)Nc1ccc(F)cc1F	6	-8	-3	1	-2	9	-6	-4	2
COc1ccccc1C(=O)Nc1ccc(OCC(=O)N2CC(C)OC(C)C2)cc1 (stereo not drawn)	6	8	4	3	-6	1	-4	1	3
CCCCCOc1ccc(C2NC(=O)NC2=O)cc1 (stereo not drawn)	-1	-5	0	-1	-9	1	-1	3	-1
N/N=C(/Cc1nc2ccccc2[nH]1)c1ccc([N+](=O)[O-])cc1	4	4	6	-2	15	3	-8	-4	-3
COCCn1c(SC(C)C(=O)NC2CC2)nnc1-c1cccc(C)c1 (stereo not drawn)	3	-4	-17	-3	-10	1	-3	7	5
C/C(=N\OC(=O)c1cccc(C)c1)c1sc(-c2ccccc2)nc1C	8	5	1	0	13	-1	2	9	8
COc1ccc(NS(=O)(=O)c2c(C)n(C)c(=O)n(C)c2=O)cc1	2	-14	-4	-4	8	0	-9	1	10
Fc1ccc(COc2ccc(-c3nnco3)cc2)c(Cl)c1	15	7	9	-1	8	0	-5	-2	1
O=C(Cc1ccc([N+](=O)[O-])cc1)N1CCc2ccccc2C1	55*	2	3	-5	5	1	-8	0	-1
Cc1[nH]c2ccccc2c1SCC(=O)N1CCCCC1	7	5	-20	-1	4	4	-4	9	7
O=C(N/C(=C/c1cccc([N+](=O)[O-])c1)C(=O)N1CCOCC1)c1ccccc1Br	3	3	-5	0	2	4	-2	2	13

2 compounds picked at random from those above, as already listed:
Structure	TAAR1 agonist	M5 PAM	M1 antag	M5 ag	M4 antag	M4 ag	M1 ag	M1 PAM	CHRM5 antagonist
Fc1ccc(COc2ccc(-c3nnco3)cc2)c(Cl)c1	15	7	9	-1	8	0	-5	-2	1
Cc1[nH]c2ccccc2c1SCC(=O)N1CCCCC1	7	5	-20	-1	4	4	-4	9	7

The listing continues:
Structure	TAAR1 agonist	M5 PAM	M1 antag	M5 ag	M4 antag	M4 ag	M1 ag	M1 PAM	CHRM5 antagonist
Cc1cccc(N=C2NC(=O)CS2)c1	9	-2	-5	-1	10	0	-1	4	2
O=[N+]([O-])c1ccc(/C=N\NS(=O)(=O)c2ccc(F)cc2)o1	2	-5	1	-3	3	0	-1	0	7
CC(C)NC(=O)CSc1nnc(C2CC2)n1-c1ccccc1	0	-3	-9	-2	-10	1	-4	7	-9
c1cc(-n2nnc3cnccc32)ccn1	0	3	-20	3	7	0	0	13	10
CC#CCN1c2ccccc2[C@]23C[C@@H](C(=O)OC)N(C(=O)NC(C)(C)C)C2=NC(C(=O)OC)=C(C(=O)OC)[C@H]13	8	-9	2	-1	-2	3	-4	-1	3
c1cncc(C(c2nnnn2C2CCCCC2)N2CCN3CCCC3C2)c1 (stereo not drawn)	4	-1	-21	-13	-9	1	-5	0	-3
O=C(c1ccc(Cl)s1)N1CCCC(N2CCN(c3ccc(F)cc3)CC2)C1 (stereo not drawn)	3	6	-3	-3	-1	0	-6	5	3
COc1cccc(N=c2oc3cc(O)ccc3cc2C(=O)NCC2CCCO2)c1 (stereo not drawn)	13	-8	10	2	-1	3	-2	-3	10
CCCNC(=O)C1(C)CCCN(C(=O)/C=C/c2ccccc2)C1 (stereo not drawn)	2	1	-13	0	-11	0	-1	5	-1
COC(=O)c1cn(C(=O)OC)c2ccccc12	-1	-2	-7	-5	10	1	-4	8	1
O=C(CN(Cc1ccccc1)S(=O)(=O)c1ccccc1)N/N=C/c1ccc([N+](=O)[O-])cc1	9	3	-1	3	-9	9	-3	8	-1
O=C(NCCc1nnc2ccc(SCC(=O)N3CCCC3)nn12)c1ccccc1	0	-1	-10	-5	-6	1	-4	9	9
O=C(N/N=C/c1ccncc1)NC12CC3CC(CC(C3)C1)C2	0	-2	-13	6	-9	6	0	8	3
Cc1ccc(CNC(=O)CCC(=O)N2CC(C)Oc3ccc(Cl)cc32)cc1 (stereo not drawn)	-2	-2	-11	-3	-5	5	-5	6	1
O=[N+]([O-])c1ccc(Cl)c(CN2CCN(c3ncc(Cc4ccccc4)cn3)CC2)c1	0	-13	x	-3	-11	0	x	x	5
NC(=O)N/N=C/c1sc(=O)n(-c2ccccc2)c1Cl	2	-2	9	-2	0	0	-2	0	5
COC(=O)C1=CO[C@@H](C)[C@H]2CN3CCc4c([nH]c5ccccc45)[C@@H]3C[C@H]12	2	-7	-27	1	-14	4	-2	4	1
COc1cccc(C(=O)NC2CCN(CC(=O)Nc3nccs3)CC2)c1	15	-5	0	2	3	1	-1	6	5
